Screening results as filed in PubChem.
SKN-1 block – C. elegans SKN-1 inhibition; C. elegans VP596 Pgst-4::GFP/RFP ratio, acrylamide-induced, 24 h; 360,000 tested, 0.49% active; inhibition, % at 21.8 µM; AID 624304;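 active = interference check ratio from 0.5 to 1.5 plus GFP to RFP signal ratio inhibition reaching or exceeding a fixed threshold, cut at about 30% in these data, passing the limit was not always enough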; note: some compounds called inactive have numbers as strong as hits
NadD block – NadD (S. aureus) enzyme inhibition | purified NadD enzyme, colorimetric absorbance read-out | 360,000 tested, 0.78% active | inhibition, % at 20 µM; in the data active = inhibition above about 26%; note: some compounds past the cut are filed as inactive
Neddyl block – cullin neddylation inhibition | P61081+Q13564 | TR-FRET cullin neddylation, biochemical | calls only at 25 µM | 360,000 tested, 0.58% active | AID 651699; in the data active = inhibition above about 36%
SUMO1-SIM PPI – modulators of human SUMO1-mediated protein-protein interactions | P63165 | SUMO1 binding to a labelled peptide, TR-FRET, 1 h | inhibition, % at 20 µM | 360,000 tested, 0.33% active | AID 602429; in the data active = inhibition above about 37%
Scp1 inh – Scp-1 (human) phosphatase inhibition. inhibition, % at 20 µM. Q9GZU7. 340,000 tested, 0.88% active. Recombinant Scp1, phosphopeptide, malachite green phosphate absorbance;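 active = inhibition above about 50% at 20 µM, limit read from the data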;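 note: plate controls were DMSO wells with enzyme for no effect and wells lacking enzyme for full effect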
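Test system – truncated SCP-1 phosphatase (76-261aa) · Reagent – Phosphorylated 17-residue peptide substrate · Incubation – 45 min room-temperature reaction, 5 min colour, 30 min stabiliser · Detection – colorimetric phosphate reagent with accelerator and stabiliser, absorbance at 630 nm · Measure – % inhibition at 20 µM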
NRP1-CendR mod – NRP-1/CendR interaction modulation; O14786; FAM-RPARPAR peptide binding to NRP-1, fluorescence polarization; inhibition, % at 25 µM; 360,000 tested, 0.85% active; AID 602438;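 active = inhibition or corrected inhibition above about 18%, plus a signal ratio from 0.5 to 1.5, limit read from the data, passing the limit was not always enough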; note: strong numbers were not always called active
LMPTP inh – LMPTP (human) inhibition; P24666; recombinant LMPTP-A, OMFP fluorogenic substrate, fluorescence intensity; inhibition, % at 20 µM; 360,000 tested, 0.22% active; AID 651560;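 active = compounds that cut the enzyme signal by at least half of the control window in the single-dose screen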;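 note: plate controls were DMSO wells with enzyme plus substrate for no effect and substrate without enzyme for full effect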
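test system = LMPTP-A | amount = 0.625 nM LMPTP-A final | reagent = fluorogenic phosphatase substrate OMFP at 400 µM final | incubation = 50 min at room temperature | benchmarks = no-enzyme low control, uninhibited high control | medium = Bis-Tris pH 6.0, DTT, detergent | signal = fluorescence intensity of OMFP turnover product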
TbMetRS inhib – Trypanosoma brucei MetRS inhibition | purified T. brucei MetRS, ATP depletion, Kinase-Glo luminescence | inhibition, % at 11.9 µM | 360,000 tested, 0.4% active;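 active = inhibition above a per-plate cutoff of the control wells' mean inhibition plus 3 SD, cut at about 5.5% in these data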;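 note: 0% = DMSO wells median and 100% = median of wells with control inhibitor compound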
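System: purified T. brucei MetRS enzyme / Detection: Kinase-Glo luciferase luminescence reporting remaining unconsumed ATP / Medium: HEPES buffer with MgCl2, KCl, DTT, spermine, BSA, pyrophosphatase / Replication: singlicate, one well per compound / Evaluation: percent inhibition relative to median high and low control wells / Schedule: 2 h aminoacylation at 25 °C after 15 min preincubation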
STEP inh – STEP (human) phosphatase inhibition. recombinant STEP, OMFP fluorogenic substrate, fluorescence. inhibition, % at 20 µM. 360,000 tested, 0.25% active. AID 588621;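 active = inhibition at 20 µM, scaled per plate between control wells, above about 37%, limit read from the data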;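 note: 0% = DMSO with enzyme and substrate and 100% = substrate only without enzyme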
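Assay system: isolated STEP enzyme / Timing: 20 min at room temperature, dark / Doses: 20 µM, 1% DMSO / Technique: fluorescence intensity, excitation 480 nm, emission 540 nm / Reagent: fluorogenic phosphatase substrate OMFP at 25 µM final / Measure: percent inhibition scaled to no-enzyme and uninhibited-enzyme controls, plate-pattern corrected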
DNMT1 inh – DNMT1 (human) enzyme inhibition; P26358; DNMT1 molecular beacon, Hinp1I cleavage, fluorescence; inhibition (reported as % activation of signal), % at 10 µM; 360,000 tested, 0.83% active; in the data active = inhibition above about 50%
Target sequence (P26358 504-1616 limits assumed): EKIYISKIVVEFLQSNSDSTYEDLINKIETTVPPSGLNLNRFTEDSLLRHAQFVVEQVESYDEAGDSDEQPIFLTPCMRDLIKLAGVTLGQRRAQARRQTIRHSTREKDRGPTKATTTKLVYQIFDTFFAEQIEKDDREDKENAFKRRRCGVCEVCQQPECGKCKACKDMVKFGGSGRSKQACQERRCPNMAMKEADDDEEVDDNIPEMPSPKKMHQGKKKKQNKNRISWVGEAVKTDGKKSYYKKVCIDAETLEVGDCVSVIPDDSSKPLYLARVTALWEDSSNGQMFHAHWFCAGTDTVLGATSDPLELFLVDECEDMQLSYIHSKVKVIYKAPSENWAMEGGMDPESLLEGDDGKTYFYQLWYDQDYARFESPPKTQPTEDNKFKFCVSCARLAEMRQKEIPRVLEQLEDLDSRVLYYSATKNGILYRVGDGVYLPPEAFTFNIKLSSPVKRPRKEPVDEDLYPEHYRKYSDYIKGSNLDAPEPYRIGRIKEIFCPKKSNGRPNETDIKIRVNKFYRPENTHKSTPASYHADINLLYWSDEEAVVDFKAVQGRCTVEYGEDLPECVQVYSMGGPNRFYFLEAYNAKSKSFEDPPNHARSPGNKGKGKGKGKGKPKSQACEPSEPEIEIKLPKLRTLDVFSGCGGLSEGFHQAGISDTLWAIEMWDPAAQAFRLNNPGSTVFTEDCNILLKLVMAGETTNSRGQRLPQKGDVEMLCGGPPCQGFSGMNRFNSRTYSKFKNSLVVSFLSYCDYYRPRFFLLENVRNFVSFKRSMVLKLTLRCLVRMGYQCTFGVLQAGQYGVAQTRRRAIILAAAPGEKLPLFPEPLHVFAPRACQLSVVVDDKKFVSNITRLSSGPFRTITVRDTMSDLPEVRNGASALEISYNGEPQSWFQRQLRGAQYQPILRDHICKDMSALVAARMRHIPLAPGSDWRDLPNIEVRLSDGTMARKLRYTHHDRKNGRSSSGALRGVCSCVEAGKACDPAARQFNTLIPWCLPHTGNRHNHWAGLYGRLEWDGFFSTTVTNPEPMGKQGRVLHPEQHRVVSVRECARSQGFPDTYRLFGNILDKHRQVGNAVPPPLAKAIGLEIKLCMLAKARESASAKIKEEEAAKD
Active calls of the source: *; i = inactive; . = no result given; & = joins results of further samples. Random draw from the library, and some 4.6% of all compounds hit somewhere here.

structure,SUMO1-SIM PPI,NadD block,NRP1-CendR mod,Scp1 inh,DNMT1 inh,STEP inh,TbMetRS inhib,SKN-1 block,Neddyl block,LMPTP inh
CC1COC(=O)C(NNc2ccc(Cl)c(Cl)c2)=N1 (centres undefined),3,-1,0,3,3,-2,-1.0,-3,i,1.3
O=C(CN(C(=O)CCC(=O)Nc1nccs1)c1ccccc1F)NCC1CCCO1 (centres undefined),2,-1,2,-4,-2,-2,-0.4,0,i,-0.7
Cc1cccc(NC(=O)NNS(=O)(=O)c2ccc(F)cc2)c1,7,1,3,-5,10,-1,-1.3,1,i,-1.7
Fc1ccc(N/N=C2/CC(c3ccccc3)Oc3ccccc32)c(F)c1 (centres undefined),3,7,-6,-12,-8,3,-0.7,4,i,1.9
O=C(Nc1cc(Cl)ccc1Cl)C1CCCO1 (centres undefined),5,9,0,-10,1,1,-1.3,10,i,-2.7
CCN1C[C@@H]2[C@@H]3C(=O)N(Cc4ccccc4)C(=O)[C@@H]3[C@](Cc3ccccc3)(C1=O)N2C(=O)c1ccc(C)cc1,-1,-1,10,-2,7,2,-0.1,-2,i,0.0
CC(C)(C)/C(O)=C(/C#N)c1nc2ccccc2[nH]1,-1,0,3,-10,4,-10,0.5,16,i,-0.1
Cc1ccc(S(=O)(=O)N2CCN(C(=O)CC(C)C)CC2)cc1,0,-11,-8,8,6,-2,0.2,0,i,0.9
COc1cc(C(=S)N2CCOCC2)ccc1OS(=O)(=O)c1ccc(C)cc1,5,-3,1,-10,0,3,0.1,2,i,-0.2
CCNC(=O)c1ccc(NC(=O)CC2SC(N3CCCC3)=NC2=O)cc1 (centres undefined),-3,-1,8,7,2,-3,-0.6,-3,i,-0.3
Cc1ccc(S(=O)(=O)NCC(=O)OC2CCOC2=O)cc1 (centres undefined),-3,1,7,0,-1,2,-0.3,-7,i,-1.2
Cc1cc(C)n2cc(CSc3nc4cc(Cl)ccc4o3)nc2n1,3,3,8,9,1,0,0.6,-10,.,-1.0
NC(=O)Nc1cccc2ccccc12,-2,2,-9,-8,0,22,-0.1,6,i,-1.9
O=S(=O)(/N=C(/Nc1cccnc1)c1ccccc1)c1ccc(F)cc1F,1,6,4,-2,1,1,0.0,-2,i,-2.9
CCOc1ccc(-c2nc(-c3ccccc3)no2)cc1OCC,5,-7,-2,-12,0,1,-0.9,-4,i,3.4
C[C@@H]1O[C@H](C2CCCCC2)Cc2[nH][nH]c(=O)c21,6,9,-6,.,.,.,-0.4,3,i,-1.5
Cn1c(SCC(=O)N2CCCCC2)nc2c([nH]c3ccccc32)c1=O,7,-3,-7,-13,-4,3,0.3,-6,i,3.2
Cc1cccc(N/N=C/c2ccncc2)c1,-30,-3,6,-6,1,2,-0.1,27,i,1.9
CC(C)(C)N1C(=O)c2ccc(C(=O)Nc3cc(C(=O)O)cc(C(=O)O)c3)cc2C1=O,-5,0,-6,-5,2,1,-0.7,8,i,-1.2
CC(C)NC(=O)[C@H]1N2C(=O)c3ccccc3C2SC1(C)C (some centres undefined),1,-7,5,-15,4,0,-0.2,3,i,-1.0

An excerpt from above in order of formula weight, smallest number first:
structure,SUMO1-SIM PPI,NadD block,NRP1-CendR mod,Scp1 inh,DNMT1 inh,STEP inh,TbMetRS inhib,SKN-1 block,Neddyl block,LMPTP inh
NC(=O)Nc1cccc2ccccc12,-2,2,-9,-8,0,22,-0.1,6,i,-1.9
C[C@@H]1O[C@H](C2CCCCC2)Cc2[nH][nH]c(=O)c21,6,9,-6,.,.,.,-0.4,3,i,-1.5
CC(C)(C)/C(O)=C(/C#N)c1nc2ccccc2[nH]1,-1,0,3,-10,4,-10,0.5,16,i,-0.1
CC1COC(=O)C(NNc2ccc(Cl)c(Cl)c2)=N1 (centres undefined),3,-1,0,3,3,-2,-1.0,-3,i,1.3
CC(C)NC(=O)[C@H]1N2C(=O)c3ccccc3C2SC1(C)C (some centres undefined),1,-7,5,-15,4,0,-0.2,3,i,-1.0
Cc1cccc(NC(=O)NNS(=O)(=O)c2ccc(F)cc2)c1,7,1,3,-5,10,-1,-1.3,1,i,-1.7
Cc1cc(C)n2cc(CSc3nc4cc(Cl)ccc4o3)nc2n1,3,3,8,9,1,0,0.6,-10,.,-1.0
Fc1ccc(N/N=C2/CC(c3ccccc3)Oc3ccccc32)c(F)c1 (centres undefined),3,7,-6,-12,-8,3,-0.7,4,i,1.9
Cn1c(SCC(=O)N2CCCCC2)nc2c([nH]c3ccccc32)c1=O,7,-3,-7,-13,-4,3,0.3,-6,i,3.2
O=S(=O)(/N=C(/Nc1cccnc1)c1ccccc1)c1ccc(F)cc1F,1,6,4,-2,1,1,0.0,-2,i,-2.9
COc1cc(C(=S)N2CCOCC2)ccc1OS(=O)(=O)c1ccc(C)cc1,5,-3,1,-10,0,3,0.1,2,i,-0.2

The list continues.
structure,SUMO1-SIM PPI,NadD block,NRP1-CendR mod,Scp1 inh,DNMT1 inh,STEP inh,TbMetRS inhib,SKN-1 block,Neddyl block,LMPTP inh
COc1ccccc1CNC(=O)COC(=O)c1ccccc1-c1ccccc1,4,-9,-18,-3,2,1,-0.1,1,i,1.6
CCN(CC(=O)Nc1cc(Cl)ccc1C)C(=O)CC1CCCC1,1,-6,11,12,2,-1,-0.1,5,i,-1.1
COc1ccc(CNC(=O)COC(=O)/C=C/c2cccc(Cl)c2)cc1,-3,-2,-6,-5,0,0,0.1,-9,i,0.0
COc1ccc2c(C)cc(=O)oc2c1,-2,3,0,-9,2,-1,0.3,3,.,-2.2
CCCC(c1nnnn1CCOC)N1CCN(c2nc3ccccc3s2)CC1 (centres undefined),-4,-2,0,-7,-3,-1,-0.2,7,i,0.3
COC(=O)c1nn(Cc2ccccc2)c(=O)c2ccccc12,-3,-5,-8,-8,-2,7,-0.3,18,i,-0.7
CC(C)CNC(=O)NC(=O)COC(=O)c1cc(F)cc(F)c1,-3,-4,-3,-1,3,-4,0.1,0,i,-1.7
CC1CN(c2oc(COc3ccc(Cl)cc3Cl)nc2C#N)CC(C)O1 (centres undefined),-3,1,16,-8,-5,3,2.4,-3,i,0.8
COCCCC/C(=N\OCCN)c1ccc(C(F)(F)F)cc1,-3&0&0&2&-5,-4&0&-1&-3&-11,-7&-6&-13&2&-17,-6&-14&-6&-6&-9,0&0&0&-3&2,0&0&-2&-6&-3,-1.2&-1.5&-0.7&-2.4&-1.5,12&0&-8&-18&-7,i,-1.0&-0.9&-3.5&-0.5&-1.0
CCOC(=O)C(Cc1ccc(NC(=O)/C(=C\c2ccccc2)NC(=O)c2ccccc2)cc1)N1C(=O)c2ccccc2C1=O (centres undefined),4,21,-3,-5,8,0,-0.2,8,i,0.3
O=C(NC(=S)NC1CCC(O)CC1)c1ccco1 (centres undefined),3,-2,7,-4,0,3,-0.3,-9,i,-0.5
COc1cc(C(=O)N(Cc2ccccc2)c2cccc(C)c2)ccc1OC(F)F,-1,-10,5,-10,5,0,0.0,11,i,-2.7
O=C(COc1ccc(C(=O)NCCN2CCOCC2)cc1)Nc1cccc(C(F)(F)F)c1,1,-6,0,3,-1,0,-0.7,5,i,-0.5
CC(C)N(Cc1ccccc1)C(=O)COC(=O)c1ccc2c(c1)OCCO2,1,-6,-11,-10,3,1,-2.2,-31,i,0.2
O=C(NCCCNC(=O)c1c(Cl)cccc1Cl)c1c(Cl)cccc1Cl,5,-3,-10,-8,-1,3,0.0,-10,i,-2.4
Cc1ccccc1S(=O)(=O)Cc1ccc(C(=O)NCCCN2CCC(C)CC2)o1,1,-6,-1,-6,3,-3,-0.1,-3,i,-3.4
Brc1ccc(-c2csc3ncnc(-n4nnc5ccccc54)c23)cc1,-2,-3,2,-14,2,1,-1.4,3,i,2.5
COc1ccc(-n2nc(C(=O)NCC(=O)NCC3COc4ccccc4O3)c3ccccc3c2=O)c(OC)c1 (centres undefined),-1,-2,12,-15,4,-3,-1.4,-12,i,-1.2
CN(CCc1ccccn1)C(=O)c1cc(COc2ccc(F)cc2F)on1,2,1,-4,-2,3,-1,-0.3,-21,i,0.5
Cc1ccc(-c2csc3ncn(CC(=O)NCC(c4ccco4)N4CCCC4)c(=O)c23)cc1 (centres undefined),1,-6,-12,-5,-2,0,0.1,10,i,1.3
CC(=O)N1c2ccc(S(=O)(=O)NCC3CCC(C(=O)NC4CCC(C)CC4)CC3)cc2CC1C (centres undefined),-2,0,5,-6,2,-4,-0.4,-1,i,-3.0
O=C(Nc1ccccc1-c1ccccc1NC(=O)c1ccco1)c1ccco1,13,5,21,-4,2,2,-0.3,-5,i,-3.3
CCC(C(=O)NC1CCCC1)N(C(=O)Cn1nnc(-c2ccc(C)o2)n1)c1ccc(F)cc1 (centres undefined),5,-4,8,-2,9,-1,0.0,-2,i,0.8
Cc1cnc(C(=O)OCC(=O)Nc2cc(S(=O)(=O)N3CCCCC3)ccc2Cl)cn1,3,8,2,-1,-1,-4,-0.4,2,i,-0.7
CCCNC(=O)CCCN1C(=O)c2ccccc2Sc2ncccc21,4,1,12,-4,-1,-4,2.7,-3,i,1.9
CCOC(=O)c1sc(NC(=O)c2cccc(S(=O)(=O)N3CCN(C)CC3)c2)cc1C,13,4,-6,-2,-2,-18,-0.9,-17,i,-1.4
Cc1cn(CC(=O)NCC2CCCO2)c(=O)[nH]c1=O (centres undefined),0,0,-2,7,3,-3,0.4,-12,i,-0.7
O=C(O)c1cc([N+](=O)[O-])c(NCCC2=CCCCC2)c([N+](=O)[O-])c1,-23,-2,-2,-2,2,1,-0.1,19,i,1.0
CCOC(=O)c1cnn(-c2ccc([N+](=O)[O-])cc2)c1N,-34,4,-1,-11,1,-1,-0.4,-9,i,-1.7
CCCOc1ccc(/C=N/Nc2cccc([N+](=O)[O-])c2)c(O)c1,-1,0,7,-12,-18,-3,0.5,9,i,1.2
C=CCNC(=O)c1ccc2c(=O)n(Cc3ccccc3OC)c(=S)[nH]c2c1,-2,2,10,-14,-2,-3,-0.8,7,i,1.0
